ALDH1A1 block: ALDH1A1 (human) enzyme inhibition; P00352; Purified ALDH1A1, NADH fluorescence, propionaldehyde substrate; Potency, µM (doses to about 75.3 µM), for the others: at the highest dose activity, negative = inhibition, actives largely listed as inhibitors; 7.3% of 220,000 active; active = well fitted inhibition curve with a large enough effect, not every such curve was filed as active; inconclusive = small, poorly fitted or top-dose-only effect, or another doubt; inactive = no such curve, though single readings can be large or run the other way;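 also: plate controls were no enzyme wells and a reference inhibitor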
Tau fluor cs: counter-screen for tau fibril formation inhibitors; tau K18 P301L (four-repeat tau fragment) Alexa594 fluorescence, heparin fibrillization; Potency, µM (highest dose often 57.7 µM), inactives show at the highest dose activity change, negative = decrease; 0.93% of 280,000 active; AID 1463; also: % is scaled to controls: 0 for no effect and ±100 for the full control effect; nearly all actives have a fitted effect of over 55% in size
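Human K18 P301L tau (15 uM unlabeled plus 0.24 uM Alexa 594-labeled, final) in 100 mM sodium acetate pH 7 was mixed with compound and 20 uM heparin and incubated 6 hr at 37 C.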
NPSR antagonist: antagonists of human neuropeptide S receptor cAMP signaling | 1% of 220,000 active | Potency, µM (series often up to 38.3 µM), for the others: at the top dose activity change, negative = inhibition, hits mostly inhibitors | AID 1461 | Q6W5P4 | CHO-NPSR cells, cAMP TR-FRET, antagonist mode; also: % is scaled to controls: 0 for no effect and ±100 for the full control effect; nearly all actives have a fitted effect of over 50% in size; many of its hits are not listed in these tables
Target sequence (Q6W5P4 whole entry, looked up): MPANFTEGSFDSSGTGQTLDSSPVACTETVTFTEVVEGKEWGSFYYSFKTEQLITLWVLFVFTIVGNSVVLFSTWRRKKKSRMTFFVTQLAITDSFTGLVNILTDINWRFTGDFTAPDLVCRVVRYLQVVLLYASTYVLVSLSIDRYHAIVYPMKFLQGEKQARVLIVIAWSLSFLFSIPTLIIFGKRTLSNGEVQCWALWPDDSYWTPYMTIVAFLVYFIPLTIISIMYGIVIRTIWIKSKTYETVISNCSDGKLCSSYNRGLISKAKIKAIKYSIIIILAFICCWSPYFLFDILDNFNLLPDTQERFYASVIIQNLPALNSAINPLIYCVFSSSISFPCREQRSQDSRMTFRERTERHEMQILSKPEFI
aGal spleen mod: inhibits or activates alpha-galactosidase in human spleen homogenate; P06280; 0.008% of 240,000 active; human spleen homogenate, 4MU-alpha-Gal fluorescence, 40 min; Potency, µM (series often up to 80 µM), for the others: at the top dose activity change, negative = inhibition, most hits filed as inhibitors;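 also: 0% = enzyme with vehicle and -100% = no enzyme basal signal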
Target sequence (P06280 32-429 limits assumed): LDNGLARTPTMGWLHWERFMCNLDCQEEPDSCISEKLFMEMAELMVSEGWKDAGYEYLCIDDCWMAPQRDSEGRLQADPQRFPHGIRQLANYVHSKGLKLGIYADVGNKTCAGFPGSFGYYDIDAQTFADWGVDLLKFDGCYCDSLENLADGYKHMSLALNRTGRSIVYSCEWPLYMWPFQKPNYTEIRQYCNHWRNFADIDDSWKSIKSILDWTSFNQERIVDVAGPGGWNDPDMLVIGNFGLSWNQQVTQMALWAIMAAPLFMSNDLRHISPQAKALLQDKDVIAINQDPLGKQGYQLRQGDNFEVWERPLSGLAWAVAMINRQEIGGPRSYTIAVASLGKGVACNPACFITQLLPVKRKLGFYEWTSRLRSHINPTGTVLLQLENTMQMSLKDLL
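qHTS titration in buffer at pH 5.0. Alpha-galactosidase activity in spleen homogenate was measured via 4-methylumbelliferone release from 1 mM fluorogenic substrate after 40 min at 37C and a pH 10 stop. AC50 came from Hill fits of control-normalized data.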
GAA spleen mod: inhibits or activates alpha-glucosidase in human spleen homogenate. Potency, µM (top dose mostly 79.9 µM), for inactives: at the highest dose activity change, negative = inhibition, usual class: inhibitors. P10253. human spleen homogenate, 4-MU-alpha-glucoside fluorescence. 0.006% of 240,000 active;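 also: 0% = enzyme with vehicle and -100% = no enzyme basal signal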
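Compounds were titrated against alpha-glucosidase in spleen homogenate at pH 5.0, with 1 mM 4-methylumbelliferyl substrate for 40 min at 37 C. Reactions were quenched with pH 10 NaOH/glycine and fluorescence measured.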
GAA inhib: alpha-glucosidase (human) inhibition | 0.005% of 200,000 active | Potency, µM (titrated, usually from 76.9 µM), for the others: at the top dose activity change, negative = inhibition, most hits filed as inhibitors | P10253 | purified human GAA, 4-MU-alpha-glucoside fluorescence;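 also: plate controls were uninhibited enzyme wells for no effect and no-enzyme background for full effect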
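Enzyme (4 nM final) mixed with compound (up to 77 uM), then 4-MU-alpha-D-pyranoside (400 uM final) added; 20 min at room temperature, pH 5.0. Reaction stopped at pH 10, fluorescence read, AC50 derived by Hill fit.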
Epigenetic reg: regulators of epigenetic silencing causing reporter derepression in mouse cells | murine LDR cells, GFP reporter derepression, 30 h | Potency, µM (doses to about 53.9 µM), for the others: at the top dose GFP activation, usual class: activators | 0.2% of 280,000 active; also: % of control where 0% means no effect; nearly all actives have a fitted effect of over 60% in size
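Murine LDR cells carrying a silenced, genomically integrated CMV-driven GFP reporter were exposed to compound for 30 hours at 37 C. After PBS washes, GFP-positive cells (20–120 um objects) were counted by laser-scanning microplate cytometry.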
GAA glycogen: inhibitors or activators of human alpha-glucosidase glycogen cleavage | 0.38% of 300,000 active | AID 2100 | Potency, µM (top dose mostly 76.4 µM), for the others: at the highest dose activity change, negative = inhibition, actives largely listed as inhibitors | recombinant GAA, glycogen substrate, Amplex Red glucose oxidase fluorescence | P10253;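 also: 0% = full enzyme reaction and -100% = no-enzyme basal signal; the screen sought inhibitors and activators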
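qHTS, 1536-well; enzyme 4 nM final; cpd up to 77 uM; substrate bovine liver glycogen 30 ug; 50 mM citrate/phosphate pH 5.0, 0.01% Tween-20; 37 C, 40 min; Amplex Red detection 45 min RT; Hill fit → AC50.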
* = called active by the depositor; ? = inconclusive; nt = not tested or not shown; & = joins results of further samples; [ ] = another dose, or the depositor's remark. Unless noted, calls follow the shape of the dose curve; as a rule, active = well fitted curve in the direction sought with a large enough effect; inconclusive = small, poorly fitted or top-dose-only effect, or another doubt; inactive = no such curve, though single readings can be large; an effect the other way counts as inactive or inconclusive. Potency is read from the fitted curve at half-maximal effect.

| SMILES | ALDH1A1 block | Tau fluor cs | NPSR antagonist | aGal spleen mod | GAA spleen mod | GAA inhib | Epigenetic reg | GAA glycogen |
| --- | --- | --- | --- | --- | --- | --- | --- | --- |
| O=C(CC(NS(=O)(=O)c1ccc(Cl)cc1)c1ccco1)NCc1cccnc1 (configuration not stated) | -5% | -2% | -19%[46.1 µM] | 8% | 1% | -7% | -0.9% | 5% |
| Cc1ccc(SC[C@H](c2ccccc2)N2CCN(CCc3ccccc3)CCC2=O)cc1 | nt | 10% | -40% | -2% | -4% | nt | -0.7% | -3% |
| COCCn1c(=NC(=O)/C=C/c2ccccc2)sc2cc(NC(C)=O)ccc21 | -6% | -20% | -12% | -10% | -8% | 3% | 0.0% | 11% |
| Cc1cccc(Nc2nnc(SCC(=O)NC3CCCc4ccccc43)s2)c1C (configuration not stated) | -3% | 10% | ? | -3% | -4% | 0% | 1.5% | -2% |
| O=c1c2cccc3c2c(nn1-c1ccccc1)-c1ccccc1-3 | ? | -10% | -15%[46.1 µM] | -18% | -5% | 3% | 0.1% | -1% |
| N#Cc1c(/N=C\c2ccc(O)c([N+](=O)[O-])c2)sc2c1CCCC2 | 2.5µM* | -22% | -7% | -1% | 4% | -5% | -5.1% | ? |
| CC(=O)Oc1ccc(N(C(C)=O)S(=O)(=O)c2cc([N+](=O)[O-])ccc2C)cc1 | -5% | -3% | -4% | -3% | -6% | 6% | -0.1% | 1% |
| CCOc1ccc(C(=O)NC2CCN(C(=O)NCc3ccccc3)CC2)cc1 | 5% | -8% | -5%[7.67 µM] | 5% | -5% | 4% | 2.4% | 2% |
| Cn1cc(S(=O)(=O)N2CCC3(CC2)OCCO3)c(=O)n(C)c1=O | 2% | 3% | -23% | 2% | -6% | nt | 2.5% | 0% |
| O=S(=O)(Nc1ccc(-c2nc3cccnc3s2)cc1)c1ccc(Cl)s1 | ? | ? | 0%[46.1 µM] | 29% | 21% | ? | -0.8% | -8% |
| CCOc1ccc(CSCCNC(=S)Nc2ccc(OC)cc2)cc1 | nt | ? | -54% | -1% | -6% | nt | 0.1% | -4% |
| CCOc1ccccc1NC(=O)NC(=O)N(C)S(C)(=O)=O | 2% | ? | 2% | 8% | -9% | -2% | 1.5% | 2% |
| Cc1onc(-c2ccccc2Cl)c1C(=O)Nc1c(C)n(C)n(-c2ccccc2)c1=O | ? | -11% | -11%[46.1 µM] | -1% | 0% | 6% | -2.0% | 5% |
| O=[N+]([O-])c1ccc(Sc2ncccn2)c([N+](=O)[O-])c1 | -2% | 6.3µM*[quencher] | ? | 7% | 3% | ? | 1.1% | 3% |
| CCn1c(O)c(/C=N/N=C2CCCCC2)c2cc(C3=NNC(=O)CC3)ccc21 | nt | -28% | 10% | 3% | -5% | nt | 14% | -21% |
| O=C(NCCCN1CCOCC1)c1cc2ccccc2o1 | 4% | -3% | 2%[46.1 µM] | 3% | -2% | -8% | 14% | -13% |
| COc1ccc(C)cc1NC(=O)CN1CCN(S(=O)(=O)c2ccc(Br)cc2)CC1 | 0.16µM* | -7%&-3% | -24%[46.1 µM] | 0% | 2% | ? | 0.0%&0.0% | 0% |
| Cc1cc(NC(=O)c2cc(F)c(F)cc2Cl)no1 | 5% | 4% | 10% | -9% | -1% | 0% | -7.9% | 6% |
| CCNc1nc(-c2ccc(OC(F)F)cc2)c(C)s1 | ? | ? | -7% | 0% | 3% | ? | 1.1% | -25% |
| CC1(C)CC(=O)c2sc(NS(=O)(=O)Cc3ccccc3)nc2C1 | 13% | 3% | 2% | 13% | -5% | -1% | -1.0% | 1% |
| CCCOC(=O)c1ccc(Oc2c(-c3ccc(OCC)cc3O)n[nH]c2C)cc1 | ? | 7.9µM*[quencher] | ? | 3% | -2% | -4% | -2.6% | -14% |
| O=C(NC(=S)NCCCN1CCOCC1)c1ccc([N+](=O)[O-])cc1 | 3% | -12% | -5% | 4% | -1% | -7% | -3.2% | 6% |
| COc1cc(CNCc2ccc(OC)c(OC)c2OC)cc(OC)c1 | -13% | 7% | -12%[46.1 µM] | 3% | 1% | -11% | -1.1% | -3% |
| O=C(NCC1CCCO1)c1csc2c1CCCCC2 (configuration not stated) | -12% | 4% | -1%[46.1 µM] | -6% | 1% | 8% | -1.1% | -3% |
| Cn1c(SCc2ccccc2[N+](=O)[O-])nnc1-c1cccnc1 | -3% | -6% | 4% | 3% | -1% | -5% | -1.3% | 5% |
| NC(CO)(CO)CO | 6% | -3% | nt | 5%&12% | 6%&0% | nt | 2.5% | nt |
| Cc1cc(N2C(=O)C3C4C=CC(C4)C3C2=O)ccc1NC(=O)c1cccs1 (configuration not stated) | 5% | 0% | 44% | 8% | 3% | -5% | 0.0% | -6% |
| COc1ccc(C(C)(C)C)cc1NC(=O)COC(=O)c1cnc(C)cn1 | 5% | -9% | 0%[46.1 µM] | -4% | -4% | 7% | -1.1% | -4% |
| Cc1ccc(CNC(=O)C2c3ccccc3C(=O)N3CCc4ccccc4C23)o1 (configuration not stated) | 25µM* | -14% | -24%[46.1 µM] | 0% | 0% | -1% | 4.3% | 26% |
| Cc1ccc(C2NC(=S)NC3=C2C(=O)CC(C)(C)C3)cc1 (configuration not stated) | 0.79µM* | -6% | -4% | -4% | -7% | -2% | 0.0% | -4% |
| CCC(=O)Nc1ccc2c(c1)ncn2-c1ccccc1C | 7% | -1% | 4% | 1% | 2% | 9% | 1.1% | -11% |
| O=S(=O)(NC1CC1)c1ccc(S(=O)(=O)N(Cc2ccccn2)C2CC2)cc1 | nt | -5% | 5% | 4% | -1% | nt | 4.5% | 3% |
| O=C(NCc1ccccc1)C12CN(Cc3ccccc3)CC1C(c1cccc([N+](=O)[O-])c1)=NO2 (configuration not stated) | ? | -16% | -26%[46.1 µM] | -6% | -10% | -7% | -1.1% | -17% |
| O=C(CSc1nnc(-c2cccs2)n1Cc1ccccc1)N1CCc2ccccc2C1 | 5% | -12% | -28%[46.1 µM] | 4% | -7% | -4% | -1.2% | 2% |
| CC(=O)c1ccc(NC(=O)c2noc(C(C)C)c2[N+](=O)[O-])cc1 | ? | -9% | 11% | 15% | 2% | -1% | -3.1% | 4% |
| CCOC(=O)c1cnc(-c2ccccc2)nc1Oc1cccc(Cl)c1 | 0% | -4% | -6%[46.1 µM] | -1% | -8% | -2% | 6.3% | -3% |
| O=[N+]([O-])c1cc(-c2ccc(C(=S)N3CCOCC3)o2)ccc1Cl | 4µM* | ? | -23% | -4% | nt | -6% | 4.9% | -7% |
| CN1CCN(NC(=O)c2cc(-c3cccc(Cl)c3)nc3ccccc23)CC1 | 3% | -10% | -11% | 1% | 3% | 4% | -0.1% | -1% |
| CCCCCC(=O)NC(Cc1ccc(OC)c([N+](=O)[O-])c1)C(=O)O (configuration not stated) | 13µM* | -2% | 24% | -4% | -3% | -6% | -3.6% | 0% |
| CCOc1cccc(NC(=O)c2cnccc2C(F)(F)F)c1 | nt | 1% | 5% | -2% | 4% | nt | 1.1% | 0% |
| CC(=O)NC(CSC(CC(=O)c1ccco1)c1ccc(C)cc1)C(=O)O (configuration not stated) | ? | 1% | 7% | 0% | 0% | 6% | ? | -1% |
| O=C(COC(=O)c1cc(NS(=O)(=O)c2cccs2)ccc1O)Nc1ccccc1 | nt | ? | -12% | -6% | -1% | nt | 13% | ? |
| CCCOC(=O)C1=C(C)NC2=C(C(=O)CC(C)(C)C2)C1c1ccc(N(C)C)cc1 (configuration not stated) | -4% | -18% | -16%[46.1 µM] | -5% | -9% | ? | 3.7% | -14% |
| CC(C)C[C@H](NC(=O)NCc1ccc(F)cc1)C(=O)O | 0% | -7% | -19% | -15% | -2% | 8% | 3.1% | -4% |
| CS(=O)(=O)N1CCC(C(=O)Nc2cccc(Cl)c2)CC1 | 4% | -16% | 7% | 6% | 3% | -3% | 0.0% | 12% |
| Cc1ccc(C)c(N(C(=O)CS(=O)CC(=O)Nc2ccc3c(c2)OCO3)C(C)C(=O)NC2CCCC2)c1 (configuration not stated) | 1% | -6% | -16%[46.1 µM] | -3% | -7% | -1% | 3.5% | -17% |

Four entries from above, set out differently:
Structure: Cc1cc(NC(=O)c2cc(F)c(F)cc2Cl)no1
  ALDH1A1 block: 5%
  Tau fluor cs: 4%
  NPSR antagonist: 10%
  aGal spleen mod: -9%
  GAA spleen mod: -1%
  GAA inhib: 0%
  Epigenetic reg: -7.9%
  GAA glycogen: 6%

Structure: CCNc1nc(-c2ccc(OC(F)F)cc2)c(C)s1
  ALDH1A1 block: ?
  Tau fluor cs: ?
  NPSR antagonist: -7%
  aGal spleen mod: 0%
  GAA spleen mod: 3%
  GAA inhib: ?
  Epigenetic reg: 1.1%
  GAA glycogen: -25%

Structure: CC1(C)CC(=O)c2sc(NS(=O)(=O)Cc3ccccc3)nc2C1
  ALDH1A1 block: 13%
  Tau fluor cs: 3%
  NPSR antagonist: 2%
  aGal spleen mod: 13%
  GAA spleen mod: -5%
  GAA inhib: -1%
  Epigenetic reg: -1.0%
  GAA glycogen: 1%

Structure: CCCOC(=O)c1ccc(Oc2c(-c3ccc(OCC)cc3O)n[nH]c2C)cc1
  ALDH1A1 block: ?
  Tau fluor cs: 7.9µM*[quencher]
  NPSR antagonist: ?
  aGal spleen mod: 3%
  GAA spleen mod: -2%
  GAA inhib: -4%
  Epigenetic reg: -2.6%
  GAA glycogen: -14%

Assay outcomes deposited in PubChem by National Center for Advancing Translational Sciences (NCATS).

An excerpt. The share of hits here may be higher or lower than overall.
